Screens from PubChem BioAssay.
MC4R antagonist = blocks human MC4R cAMP signaling; P32245; MC4R-expressing cells, MTII-stimulated cAMP, LANCE TR-FRET; inhibition, % at 6.5 µM; hit rate 0.48% among 360,000;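 active = inhibition above its plate's cutoff, the mean of tested wells on that plate plus 3 SD, cut at about 29% in these data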;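 also: 0% = Melanotan II alone and 100% = Melanotan II plus saturating MCL0020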
Target sequence (P32245 whole entry, looked up): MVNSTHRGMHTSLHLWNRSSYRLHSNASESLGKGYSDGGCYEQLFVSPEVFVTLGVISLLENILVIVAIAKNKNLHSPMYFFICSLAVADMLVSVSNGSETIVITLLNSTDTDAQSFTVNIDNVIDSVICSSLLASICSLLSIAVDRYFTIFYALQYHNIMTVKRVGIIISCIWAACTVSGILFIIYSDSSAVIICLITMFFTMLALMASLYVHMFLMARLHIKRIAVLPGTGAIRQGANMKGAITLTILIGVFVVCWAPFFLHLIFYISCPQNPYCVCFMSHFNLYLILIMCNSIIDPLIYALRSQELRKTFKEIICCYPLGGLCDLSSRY
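System – human MC4R-expressing U2OS cells · Also added – Melanotan II · Dosing – one concentration, 6.5 µM nominal · Timing – 30-min compound, 1-h challenge, 1-h detection, room temperature · Measured by – Eu-cAMP/anti-cAMP TR-FRET, emission 671 nm · Replicates – singlicate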
N-glyco inh = N-linked glycosylation inhibition. D54 ERlucT glycosylation luciferase reporter, 24 h; percent of 100 nM tunicamycin response. reporter increase, % at 12.5 µM. hit rate 0.23% among 360,000. AID 588692;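 active = mean luciferase reporter signal, scaled so untreated is 0 and the glycosylation-blocking control 100, at or above a set limit in every replicate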;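 also: luciferase carries N-glycosylation sites so blocking glycosylation raises the light; 0% = median of neutral control wells and 100% = median of 100 nM tunicamycin wells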
MC4R ag barr = human MC4R agonism via beta-arrestin; U2OS MC4R beta-arrestin complementation, luminescence; percent of melanotan II response, DMSO zero; P32245; hit rate 0.98% among 360,000; activation, % at 8.9 µM;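 active = activation above a per-plate cutoff, the mean activation of sample wells on that plate plus 3 SD, cut at about 8% in these data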
H9c2 protect = protects H9c2 cardiomyocytes from peroxide injury; protection from H2O2 cell death, % at 20 µM; hit rate 0.63% among 360,000; H2O2 injury protection, ATPLite, 2 h; AID 588492;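 active = compounds giving at least 50% protection of heart cells from peroxide-induced death in the single-dose screen, raw or plate-pattern-corrected value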;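 also: 0% = DMSO wells with peroxide and 100% = DMSO wells without peroxide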
CaV13 ICDI inh = Disruptors of the CACNA1D IQ motif to Ca2+-dependent inactivation inhibitor domain association, primary screening, Förster resonance energy transfer in intact living … | HEK cells, CFP/YFP FRET ICDI-IQ, plate reader, 10 min; percent FRET-ratio fall versus neutral wells | inhibition, % at 12.3 µM | hit rate 0.098% among 340,000;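 active = mean replicate inhibition of at least 30% and at least 1% of replicates passing that level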;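 also: 0% = median of the neutral control wells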
ABCB6 inh 2 = human ABCB6 transporter inhibition; Q9NP58; K562-ABCB6 porphyrin accumulation, flow cytometry, 1 h; active compounds read low; fluorescence ratio to DMSO, % at 10 µM; hit rate 0.19% among 360,000; AID 602162;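 active = fluorescence ratio to DMSO below 75%, the collection mean minus 3 SD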;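 also: signal is porphyrin accumulated inside mitochondria; 100% equals median channel fluorescence of DMSO control wells; lower ratio means ABCB6 inhibition with less porphyrin fluorescence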
m5-HT2A agonist = mouse HTR2A agonism via beta-arrestin recruitment. CHO-K1 mHTR2A beta-arrestin complementation, luminescence; percent of 30 µM serotonin response. P35363. hit rate 0.66% among 360,000. activation, % at 7.6 µM;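 active = activation above a run cutoff, the mean activation of all tested compounds plus 3 SD, cut at about 14% in these data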;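 also: 0% = plate median of compound wells and 100% = 30 µM serotonin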
Target sequence (P35363 whole entry, looked up): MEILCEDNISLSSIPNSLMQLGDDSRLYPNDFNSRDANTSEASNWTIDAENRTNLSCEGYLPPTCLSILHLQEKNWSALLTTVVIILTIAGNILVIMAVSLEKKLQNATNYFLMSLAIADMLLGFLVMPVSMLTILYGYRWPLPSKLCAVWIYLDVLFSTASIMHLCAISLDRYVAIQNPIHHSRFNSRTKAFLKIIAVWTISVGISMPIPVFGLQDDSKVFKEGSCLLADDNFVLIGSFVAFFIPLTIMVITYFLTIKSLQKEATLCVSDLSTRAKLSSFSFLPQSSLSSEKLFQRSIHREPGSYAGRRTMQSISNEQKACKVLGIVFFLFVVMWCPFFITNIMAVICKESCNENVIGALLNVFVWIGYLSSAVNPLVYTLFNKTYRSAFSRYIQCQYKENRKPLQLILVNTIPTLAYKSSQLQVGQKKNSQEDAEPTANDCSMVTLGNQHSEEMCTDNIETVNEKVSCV
Vif imaging = blocks HIV Vif function. inhibition, % at 7.49 µM. HEK293T cells, Vif self-association by quenched fluorescence, imaging, 24 h. hit rate 0.35% among 340,000; in the data active = inhibition above about 50%, passing the limit was not always enough; also: some results filed as inactive read as strong as hits
aDG glyco act = increases alpha dystroglycan glycosylation | Pro5-aDG cells, alpha-DG glycosylation AlphaScreen (IIH6); 0% Pro5, 100% B10-LARGE cell signal | activation, % at 10 µM | hit rate 0.22% among 360,000;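 active = activation of at least 8% versus controls, or a plate z-score of at least 8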;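 also: Pro5 are CHO cells carrying HIG-tagged alpha-DG that lacks glycosylation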
PDI inh = PDI (human) enzyme inhibition. P07237. PDI insulin aggregation turbidity, A650, 90 min. inhibition, % at 10 µM. hit rate 0.052% among 350,000. AID 588391;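 active = mean inhibition across replicates of 30% or more, whatever share of single replicates reach that level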;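 also: absorbance from insulin aggregation driven by PDI reduction with DTT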
An asterisk follows results filed as active; x = not tested or not shown.

nr	SMILES	MC4R antagonist	N-glyco inh	MC4R ag barr	H9c2 protect	CaV13 ICDI inh	ABCB6 inh 2	m5-HT2A agonist	Vif imaging	aDG glyco act	PDI inh
1	CCN(C[C@H]1N[C@@](Cc2ccccc2)(C(=O)OC)[C@H]2C(=O)N(C)C(=O)[C@@H]12)S(=O)(=O)c1ccccc1	10	4	0.6	37	-6	97	2	-6	-0.2	-11
2	O=C(CC1CCCC1)NCCS(=O)(=O)N1CCN(c2ccccc2F)CC1	8	1	1.6	-10	-7	100	-2	-7	0.4	-2
3	COc1cc(-c2noc(C)c2C#CCO)cc(OC)c1OC	-2	9	-1.1	27	-9	96	-7	-3	0.0	-5
4	CCCCC(=O)Nc1ccc(NC(=O)c2ccc3c(c2)OCO3)cc1OC	0	1	-2.4	0	-4	93	-7	-3	0.0	-6
5	CCOc1ccc(CNC(=O)C2CCN(S(=O)(=O)N3CCC(C)CC3)CC2)cc1OC	10	1	-1.8	-4	-12	98	-4	x	0.1	-6
6	CN(Cc1cnn(-c2ccccc2)c1)C(=O)c1ccc(S(=O)(=O)NCc2ccco2)cc1	13	0	0.4	-7	-7	99	-4	-4	0.2	-8
7	CCSC1=N/C(=C\c2ccccc2)C(=O)N1	-3	2	-2.2	4	-5	98	-2	-18	-0.3	1
8	NS(=O)(=O)c1ccc(Nc2ncccc2[N+](=O)[O-])cc1	-4	-3	-0.1	2	-7	92	5	6	0.0	-4
9	CCCCN(C(=O)C1CC(=O)N(c2ccc(CC)cc2)C1)c1c(N)n(CCC)c(=O)[nH]c1=O (stereo not drawn)	10	1	-2.9	0	-6	95	7	-10	-0.2	6
10	COc1ccc(C2C(C#N)=C(N)Oc3n[nH]c(C)c32)cc1Cn1nnc2ccccc21 (stereo not drawn)	-1	0	-1.2	10	-8	96	-1	5	1.6	-10
11	CCCS(=O)(=O)c1c(S(=O)(=O)CCC)c2c(C)cccn2c1C(=O)N/N=C/c1cc(O)cc(O)c1	1	0	-0.8	53*	-3	96	1	-19	0.7	x
12	Cc1ccc(N=Nc2c(C)[nH]n(-c3ccccc3)c2=O)c(C)c1	3	2	-2.3	8	-7	99	1	-5	-0.1	9

Numbers 1–6 of the list above:
nr	SMILES	MC4R antagonist	N-glyco inh	MC4R ag barr	H9c2 protect	CaV13 ICDI inh	ABCB6 inh 2	m5-HT2A agonist	Vif imaging	aDG glyco act	PDI inh
1	CCN(C[C@H]1N[C@@](Cc2ccccc2)(C(=O)OC)[C@H]2C(=O)N(C)C(=O)[C@@H]12)S(=O)(=O)c1ccccc1	10	4	0.6	37	-6	97	2	-6	-0.2	-11
2	O=C(CC1CCCC1)NCCS(=O)(=O)N1CCN(c2ccccc2F)CC1	8	1	1.6	-10	-7	100	-2	-7	0.4	-2
3	COc1cc(-c2noc(C)c2C#CCO)cc(OC)c1OC	-2	9	-1.1	27	-9	96	-7	-3	0.0	-5
4	CCCCC(=O)Nc1ccc(NC(=O)c2ccc3c(c2)OCO3)cc1OC	0	1	-2.4	0	-4	93	-7	-3	0.0	-6
5	CCOc1ccc(CNC(=O)C2CCN(S(=O)(=O)N3CCC(C)CC3)CC2)cc1OC	10	1	-1.8	-4	-12	98	-4	x	0.1	-6
6	CN(Cc1cnn(-c2ccccc2)c1)C(=O)c1ccc(S(=O)(=O)NCc2ccco2)cc1	13	0	0.4	-7	-7	99	-4	-4	0.2	-8

Next section:
nr	SMILES	MC4R antagonist	N-glyco inh	MC4R ag barr	H9c2 protect	CaV13 ICDI inh	ABCB6 inh 2	m5-HT2A agonist	Vif imaging	aDG glyco act	PDI inh
13	Brc1cccc(-c2nnc3n2CCCCC3)c1	3	3	-1.5	2	x	91	4	x	0.0	-4
14	Cc1ccc(C(=O)Nc2ccccc2C(=O)N2CC(C)OC(C)C2)cc1 (stereo not drawn)	16	46*	1.6	0	-12	91	10	5	-0.2	9
15	OC[C@@H]1CN(Cc2ccncc2)C[C@H](n2cnc3c(N4CCOCC4)ncnc32)O1	2	1	1.7	-2	-9	93	-1	-2	-0.2	-6
16	COc1ccc(CCNC(=O)c2c(O)c3c([nH]c2=O)CCCC3)cc1OC	12	1	-1.7	-9	-1	91	-2	1	0.1	-1
17	Cc1ccc(S(=O)(=O)n2c([N+](=O)[O-])cnc2C)c(C)c1C	5	2	-1.6	-4	-5	102	-1	2	0.0	0
18	CCOC(=O)c1cc2c(=O)[nH]ccc2nc1C	8	-1	-0.7	0	x	93	6	0	0.0	-4
19	CCOC(=O)c1cnn(-c2ccc(C)cc2)c1N	3	-1	0.0	0	-5	87	-1	1	-0.1	-2
20	COc1ccc(NC(=O)C(C)N(c2ccc(C)cc2)S(C)(=O)=O)cc1 (stereo not drawn)	11	1	-1.9	0	-10	94	4	12	-0.1	-2
21	CC(C)C(=O)Nc1ccc(C(=O)NNC(=S)NC(=O)c2cccs2)cc1	-3	3	-2.0	-1	-6	97	1	-1	-0.2	5
22	Fc1ccc(C(CNC(=S)NC2CCCCC2)N2CCOCC2)cc1 (stereo not drawn)	-2	0	1.0	2	-5	92	5	-1	0.0	11
23	O=C(CCN1CCN(Cc2ccccc2)CC1)NNC(=O)c1ccc(Cl)c(Cl)c1	3	1	-1.5	0	-10	93	-12	x	0.0	4
24	Cc1nc(-c2ccc(C(=O)N3CCCC3)cc2)cs1	-3	-2	1.4	-4	-19	102	5	-4	0.0	2

Of the compounds above, two have a nitro group on carbon:
nr	SMILES	MC4R antagonist	N-glyco inh	MC4R ag barr	H9c2 protect	CaV13 ICDI inh	ABCB6 inh 2	m5-HT2A agonist	Vif imaging	aDG glyco act	PDI inh
8	NS(=O)(=O)c1ccc(Nc2ncccc2[N+](=O)[O-])cc1	-4	-3	-0.1	2	-7	92	5	6	0.0	-4
17	Cc1ccc(S(=O)(=O)n2c([N+](=O)[O-])cnc2C)c(C)c1C	5	2	-1.6	-4	-5	102	-1	2	0.0	0

(list continues)
nr	SMILES	MC4R antagonist	N-glyco inh	MC4R ag barr	H9c2 protect	CaV13 ICDI inh	ABCB6 inh 2	m5-HT2A agonist	Vif imaging	aDG glyco act	PDI inh
25	O=C(Oc1cccc([N+](=O)[O-])c1)c1ccc2c(=O)n3c(nc2c1)CCC3	4	0	-4.2	-2	-2	101	-1	11	0.1	21
26	O=C(O)CN1C(=O)c2cccc3c(Br)ccc1c23	2	1	-0.5	6	-27	101	3	-4	0.0	-3
27	Cc1ccc(S(=O)(=O)N(C)C)cc1NC(=O)C(C)N(C)Cc1sccc1C (stereo not drawn)	8	-5	0.9	-7	-2	95	-9	-6	0.6	8
28	O=C(c1ccc(Br)cc1)C(CN1CCOCC1)c1ccccc1 (stereo not drawn)	41*	-21	1.5	-21	-17	89	-4	3	0.1	-2
29	COc1ccccc1NS(=O)(=O)c1cc(NC(=O)C(C)NC(N)=O)ccc1N1CCCC1 (stereo not drawn)	-4	-1	0.4	2	-7	101	1	-2	0.0	-2
30	COCC(=O)N1CCCC(C)(C(=O)Nc2cccc(Oc3ccccc3)c2)C1 (stereo not drawn)	12	0	-0.3	-5	-4	97	-1	1	-0.2	-8
31	COc1ccc(/C=C/C(=O)NC(=S)NNC(=O)c2ccco2)cc1OC	-1	-1	-1.1	16	-7	100	6	8	0.1	-1
32	O=C(O)c1ccc2c(c1)C(=O)N(c1cccc(-c3nc4ccccc4s3)c1)C2=O	4	1	-2.2	-22	-4	98	-2	9	-0.2	-4
33	O=C(CCN1C(=O)c2ccccc2C1=O)C1=NN[C@@H]2C(=O)N(c3ccc4c(c3)OCCO4)C(=O)[C@H]12	3	3	-1.6	-3	-21	99	0	-7	0.0	6
34	O=C(N1CCN(c2ccccc2)CC1)C1(c2cccs2)CCOCC1	6	-4	-2.4	-9	x	102	2	-2	0.0	5
35	O=C1CC(Sc2ccc(Cl)cc2)C(=O)N1Cc1ccncc1 (stereo not drawn)	10	1	1.5	8	-13	99	-2	24	-0.1	7
36	CCOCCCNC(=O)c1ccccc1OC1CCN(S(C)(=O)=O)CC1	3	1	-2.0	-5	0	101	-1	1	0.0	-1
37	CCCc1cc(=O)[nH]c(SCC(=O)N2CCN(c3ccccc3)CC2)n1	17	-1	-1.0	3	-7	100	0	-6	0.0	-3
38	Cc1cc(=O)oc2c(C)cc(C(C)(C)C)cc12	-5	0	2.9	-2	-5	103	7	-9	0.0	4
39	CCOc1ccc(NC(=O)Nc2c(C)n(C)n(-c3ccccc3)c2=O)cc1	28	2	0.8	1	-19	97	5	-15	0.1	-2
40	Cc1ccc(C(=O)Nn2cnnc2)c(Cl)c1	0	3	-0.4	8	-18	94	9	-11	0.0	8
41	Cc1ccc(OCC(=O)N2CCN(C(=O)c3ccc([N+](=O)[O-])cc3)CC2)cc1	-3	2	-2.9	2	-5	97	1	17	-0.4	-4
42	Cc1ccc(NC(=O)/C=C/c2cccc(C(F)(F)F)c2)cc1	4	0	2.5	-4	-3	94	3	0	0.4	1
43	FC(F)(F)c1cnc(C(c2ccccc2)c2ncn[nH]2)c(Cl)c1 (stereo not drawn)	2	0	1.5	-4	-3	103	6	14	-0.1	0
44	O=C(NCc1ccccc1Cl)C1CCCN(C(=O)Nc2ccc(F)cc2)C1 (stereo not drawn)	6	-3	0.0	0	-7	97	-2	-4	0.1	-8
45	OCOCCCn1c(C2CCCN2c2nc(-c3ccc(F)cc3)cs2)nc2cc(Cl)c(N3CCCCC3)cc21 (stereo not drawn)	9	-3	-0.6	1	-10	100	2	x	-0.1	-2
46	CN(CCNC(=O)c1cc2c(-c3ccccc3F)nn(C)c2s1)C1CCCCC1	4	1	0.2	6	-18	126	-12	-10	0.1	2
47	COc1ccc([N+](=O)[O-])cc1NC(=O)c1cccnc1	9	-1	1.2	-3	-3	101	0	11	-0.1	-1
48	CCN(CC(=O)NCc1cccs1)C(=O)/C=C/c1ccc(OC)c(OC)c1	-8	1	-2.9	-4	-5	97	5	1	0.0	7
49	CCCCN(C(=O)CSc1nnc(-c2ccc(OC)cc2)n1C(C)C)c1c(N)n(Cc2ccccc2)c(=O)[nH]c1=O	19	3	3.1	-3	5	102	6	17	0.4	-4
50	O=C(/C=C/c1ccc(Cl)cc1)Nc1ccccc1N1CCOCC1	2	0	9.7*	-3	-15	96	-5	2	-0.1	-2
51	COc1ccccc1C(=O)N(C1=NC(C)CS1)c1ccc(Cl)cc1 (stereo not drawn)	8	1	-0.8	-4	-5	105	-6	2	-0.2	-4
52	COc1cccc2cc(C(C)N(CCCN3CCOCC3)C(=S)Nc3ccc(C)cc3)oc12 (stereo not drawn)	5	1	-0.8	5	-15	123	-3	1	0.1	7
53	Cc1cc([N+](=O)[O-])nn1Cc1ccc(C(=O)N/N=C/c2ccc(F)cc2)cc1	4	1	-0.4	4	-19	100	-1	-10	0.1	-2

Two of the compounds above, with one line to a screen:
[51] COc1ccccc1C(=O)N(C1=NC(C)CS1)c1ccc(Cl)cc1 (stereo not drawn)
[50] O=C(/C=C/c1ccc(Cl)cc1)Nc1ccccc1N1CCOCC1
assay / entry,51,50
MC4R antagonist,8,2
N-glyco inh,1,0
MC4R ag barr,-0.8,9.7*
H9c2 protect,-4,-3
CaV13 ICDI inh,-5,-15
ABCB6 inh 2,105,96
m5-HT2A agonist,-6,-5
Vif imaging,2,2
aDG glyco act,-0.2,-0.1
PDI inh,-4,-2
